# TLR4-MyD88 BLA: inhibitors of human TLR4-MyD88 binding; HeLa CL3-4 TLR4/MyD88 BLA complementation, FRET ratio; hit rate 0.18% among 200,000; inhibition, % at 8.4 µM; in the data active = inhibition above about 25%;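 note: 0% = vehicle and 100% = reference inhibitor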
# Target sequence (O00206 whole entry, looked up): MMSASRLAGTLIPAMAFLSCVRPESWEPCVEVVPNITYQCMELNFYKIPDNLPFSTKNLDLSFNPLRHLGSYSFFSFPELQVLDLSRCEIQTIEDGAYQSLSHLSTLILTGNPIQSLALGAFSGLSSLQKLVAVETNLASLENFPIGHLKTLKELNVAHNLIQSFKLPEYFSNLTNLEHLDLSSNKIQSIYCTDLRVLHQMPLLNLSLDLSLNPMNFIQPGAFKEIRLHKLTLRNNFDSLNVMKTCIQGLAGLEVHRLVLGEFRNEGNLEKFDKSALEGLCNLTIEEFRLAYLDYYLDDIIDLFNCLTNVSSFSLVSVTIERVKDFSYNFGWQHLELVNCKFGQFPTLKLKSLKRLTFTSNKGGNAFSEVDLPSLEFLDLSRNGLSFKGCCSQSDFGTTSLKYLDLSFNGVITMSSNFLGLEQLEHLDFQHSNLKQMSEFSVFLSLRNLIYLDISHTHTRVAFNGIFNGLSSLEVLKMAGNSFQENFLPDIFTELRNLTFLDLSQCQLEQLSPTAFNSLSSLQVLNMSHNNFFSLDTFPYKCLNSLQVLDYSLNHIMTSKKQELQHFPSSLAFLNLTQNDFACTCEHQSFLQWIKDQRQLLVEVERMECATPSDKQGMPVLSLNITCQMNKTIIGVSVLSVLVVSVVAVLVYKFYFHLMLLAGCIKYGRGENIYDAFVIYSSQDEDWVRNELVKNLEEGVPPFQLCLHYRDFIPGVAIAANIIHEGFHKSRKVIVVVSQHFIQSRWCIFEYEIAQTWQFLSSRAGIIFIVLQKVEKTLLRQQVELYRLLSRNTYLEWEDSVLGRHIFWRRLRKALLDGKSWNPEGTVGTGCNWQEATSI
# Target sequence (Q99836 whole entry, looked up): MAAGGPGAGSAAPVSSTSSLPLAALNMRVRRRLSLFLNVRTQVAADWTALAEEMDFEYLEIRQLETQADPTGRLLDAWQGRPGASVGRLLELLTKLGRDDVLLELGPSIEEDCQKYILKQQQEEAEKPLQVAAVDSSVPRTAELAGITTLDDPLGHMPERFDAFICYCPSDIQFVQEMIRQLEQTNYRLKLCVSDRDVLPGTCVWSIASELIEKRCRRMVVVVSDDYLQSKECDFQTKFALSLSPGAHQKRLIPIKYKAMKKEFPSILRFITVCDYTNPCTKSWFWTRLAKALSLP
# STAT1 blocker: STAT1 signaling inhibition; NIH 3T3 STAT1-luciferase reporter, IFN-gamma, luminescence; inhibition, % at 5.5 µM; hit rate 0.35% among 200,000;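 active = inhibition above a set limit, the mean inhibition across all tested compounds plus 3 SD, cut at about 34% in these data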;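 note: 0% = IFN-gamma with DMSO and 100% = IFN-gamma with 300 µM nifuroxazide; values of inactives mirror those of a sister screen read the other way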
# STAT3 act: activators of IL-6 induced STAT3 signaling. U3A cells, IL-6 STAT3-luciferase reporter, luminescence; 100% = signal with IL-6 EC80 alone. activation (% of control), % at 5.6 µM. hit rate 0.91% among 190,000;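 active = activation above the screen-wide mean of compound activation plus 3 SD, cut at about 130% in these data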;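 note: 0% = background luminescence of wells with medium and substrate only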
#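 Material: human U3A cells carrying STAT3-luciferase construct. Measured by: reporter luminescence signal. Timing: compound 1 h, then IL-6 6 h at 37 °C.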
# Diaph act CS: counter-screen for diaphorase-based assays: diaphorase activators and chemical reducers. activation factor at 20 µM. Diaphorase/resazurin coupled assay, resorufin fluorescence, 16 min; active compounds read high; 1 = vehicle wells, 0 = NADH-free wells. hit rate 0.005% among 190,000;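 active = diaphorase activity raised at least twofold by the compound at 20 µM; inactive = activation factor below 2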
#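 System – purified diaphorase enzyme from Clostridium kluyveri · Input – enzyme 0.07 U/mL final · Also added – final NADH 0.114 mM, resazurin 0.1 mM · Measured by – fluorescence of resorufin, 544 nm excitation, 590 nm emission · Timing – 16 min enzyme reaction, ambient temperature · Measure – resorufin increase flagging diaphorase activators or reducers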
# STAT3 inh: STAT3 signaling inhibition. hit rate 0.89% among 190,000. inhibition, % at 5.5 µM. U3A cells, IL-6 STAT3-luciferase reporter, luminescence; host cell line lacks STAT1;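 active = inhibition above the mean inhibition across all screened compounds plus 3 SD, cut at about 44% in these data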;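 note: 0% = DMSO only wells and 100% = 100 µM nifuroxazide control wells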
# STAT1 act: STAT1 signaling activation. hit rate 2.6% among 200,000. activation (% of control), % at 5.5 µM. NIH 3T3 STAT1-luciferase reporter, IFN-gamma, luminescence; 100% = IFN-gamma alone, no compound. AID 932;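 active = activation above the screen-wide mean activation plus 3 SD, cut at about 130% in these data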;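 note: raw ratio to IFN-gamma control signal so 100% means no change and 0% no light; values of inactives mirror those of a sister screen read the other way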
# Hsp70 act: transcriptional activators of Hsp70; HeLa Hsp70 promoter luciferase reporter, luminescence; scaled: vehicle 0, proteasome-inhibitor control 100%; activation, % at 10 µM; hit rate 0.04% among 200,000; AID 1203;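 active = activation above the mean across all tested compounds plus 3 SD, cutoff set per campaign, cut at about 5.5% in these data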;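 note: 100% = MG132 at 30 µM as the positive control and 0% = DMSO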
# APP transl inh: APP translation inhibition | inhibition, % at 2 µM | SH-SY5Y APP 5'UTR-luciferase reporter, luminescence | hit rate 0.82% among 190,000;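 active = inhibition above a set limit, derived from the sample mean plus 3 SD, cut at about 45% in these data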; note: values of inactives mirror those of a sister screen read the other way
# G6PDH CS: L. mesenteroides G6PDH inhibition counter-screen; hit rate 0.12% among 200,000; inhibition, % at 5 µM; Purified L. mesenteroides G6PDH, diaphorase/resazurin coupled fluorescence, 45 min; in the data active = inhibition above about 50%
# Diaphorase inh: counter-screen for diaphorase-based assays: diaphorase inhibitors and chemical oxidizers. inhibition, % at 20 µM. hit rate 0.69% among 190,000. diaphorase resazurin-to-resorufin fluorescence, NADH, 16 min; bacterial (C. kluyveri) enzyme, not human;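 active = primary screen inhibition at 20 µM above a set limit, cut at about 50% in these data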;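 note: plate controls were DMSO with full reaction for no effect and wells lacking NADH for full effect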
#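 Test system: Clostridium kluyveri diaphorase enzyme / Quantity: diaphorase at 0.14 U/mL in enzyme working solution / Incubation: 16-min room-temperature incubation before reading / Benchmarks: NADH-free wells as positive control, DMSO-only neutral wells / Signal: resorufin fluorescence 544/590 nm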
# The depositor's hits bear a star; nt = not tested or not shown.
SMILES,TLR4-MyD88 BLA,STAT1 blocker,STAT3 act,Diaph act CS,STAT3 inh,STAT1 act,Hsp70 act,APP transl inh,G6PDH CS,Diaphorase inh
COc1ccc(OCC(O)CNC(=O)c2ccccc2C(=O)O)cc1 (configuration not stated),4,-4,86,0.9,19,104,-0.2,-8,-2,14
CCc1cccc2c(C=C(C#N)C#N)cn(CC(=O)N3CCCCCC3)c12,0,1,97,0.9,13,99,-0.4,-9,4,10
O=C1CC(c2ccccc2)C(C(=O)O)N1 (configuration not stated),-8,-1,103,0.9,1,101,0.0,6,1,10
COc1ccc(CNC(=O)c2cc3c(s2)CS(=O)C3)cc1 (configuration not stated),-7,4,101,0.9,7,97,-0.4,-24,-2,14
CCCCC(=O)Nc1ccc(NC(=O)c2cccnc2)cn1,-6,5,96,0.9,10,95,-0.5,-11,-4,5
O=C1CC(N2CCOCC2)C(=O)N1c1cccc(Cl)c1 (configuration not stated),-7,0,96,1,7,100,-0.3,-1,-5,4
COc1cccc(CC2(CO)CCCN(Cc3cn[nH]c3-c3ccc(F)cc3)C2)c1 (configuration not stated),-7,-3,106,0.9,-1,100,0.7,-19,6,6
COc1ncnc2sc(-c3ccccc3)cc12,16,-17,105,0.8,0,118,0.2,-127,15,17
NC(=O)[C@@H]1CCCNc2c(I)cc([N+](=O)[O-])cc2C(=O)N[C@@H](Cc2ccccc2)C(=O)N[C@@H](Cc2cnc[nH]2)C(=O)N1,-8,4,96,0.7,2,97,-0.1,-1,11,26
CC(=O)Nc1ccc(S(=O)(=O)N2CCCN(S(=O)(=O)c3ccc(C)cc3)CC2)cc1,1,6,89,0.8,22,94,-0.1,3,4,19
COC(=O)N/N=C/c1cn(CCCOc2ccc(C)cc2)c2ccccc12,4,-16,104,0.9,-4,115,-0.4,-38,11,11
Cn1cc(CCC(=O)NCc2ccc3c(c2)OCO3)c2ccccc21,-1,-8,108,1,-13,107,-0.5,-9,4,1
Oc1ccc(-c2nccc(-c3cccs3)n2)cc1,-2,-46,140*,0.9,-47,141*,0.1,-84,-1,11
CC1(C)Cc2c(c(N3CCCCC3)[nH]c(=S)c2C#N)CS1,1,1,106,0.8,-4,99,-0.1,5,1,22
COc1cccc(NC(=O)CN(c2cccc(OC)c2)S(C)(=O)=O)c1,2,2,104,nt,1,98,-0.3,-12,5,nt
CC1(C)CC2(CC(C)(C)N1)OC(=O)N1CCc3ccccc3C12C (configuration not stated),4,2,99,1,1,99,-0.2,-24,-8,-4
CNCCCc1[nH]nc(N)c1C#N,8,6,102,nt,3,94,-0.2,8,nt,nt
Cc1cc(/C=N/NC(=O)c2cccc([N+](=O)[O-])c2)c(C)n1-c1ccccc1,-8,-1,94,0.9,6,101,-0.2,6,-23,15
Cc1nn2c(SCC(=O)c3cccs3)cc(C(C)(C)C)nc2c1-c1ccccc1,7,7,93,0.9,11,94,-0.2,-37,-16,14
CCOc1cc(N2CCOCC2)c(OCC)cc1NC(=O)COC(=O)c1cc2ccccc2cc1O,0,4,105,0.9,-6,96,-0.2,-14,-3,7
O=C(CCCNC(=O)/C(=C\c1ccccc1F)NC(=O)c1ccccc1)OCc1ccccc1,2,1,106,0.9,3,99,0.3,14,0,6
CCC(C)NCC(=O)Nc1sc2c(c1C(N)=O)CCC2 (configuration not stated),-3,-4,91,0.9,14,104,0.0,8,6,9
COc1ccc(CCNC(=O)C2CC(=O)N(c3ccc(C(C)(C)C)cc3)C2)cc1OC (configuration not stated),8,8,107,0.9,-3,91,0.1,-4,0,7
Nc1nc2nccc(-c3ccc(Cl)cc3)n2n1,-6,-24,87,1.2,21,121,0.1,1,14,-25
CC(=O)N/C(=C\c1ccccc1)C(=O)NC(C)C(=O)O (configuration not stated),-12,-9,104,0.8,-1,106,0.4,-7,5,21
Cc1cc(C)c2ccc3c(C)c(C)nc3c2[nH]1,0,24,120,1.1,-17,77,0.2,-3,-2,-9
Cc1c(C(=O)O)[nH]c2c1C(=O)CC(c1ccccc1)C2 (configuration not stated),1,-4,95,1,9,104,-0.2,-10,6,-3
CCOC(=O)C1(Cc2ccccc2)CCN(Cc2cn[nH]c2-c2ccccc2)CC1,9,12,104,0.9,-2,88,-0.1,8,8,14
Nc1ccc(Oc2cccc(Oc3ccc(N)cc3)c2)cc1,-11,39*,60,0.7,51*,63,-0.4,49*,3,28
N#Cc1ccsc1NC(=O)CCc1ccccc1,4,-29,96,0.8,13,125,0.2,-114,7,22
COc1ccc(-c2nnc(CSc3nnc(-c4ccncc4)n3C3CCCCC3)o2)cc1OC,-8,-1,106,0.9,-2,101,-0.5,-8,6,11
COc1ccc(N2CCN(C(=O)c3cc4c(-c5cccc(OC)c5)nn(C)c4s3)CC2)cc1,11,7,89,0.8,19,95,-0.1,-20,10,21
Cc1ccc(NC(=O)c2ccccc2N(C)S(C)(=O)=O)cc1C,-8,-6,103,1.1,4,106,-0.3,-4,9,-8
CCOc1ccc(NC(=O)c2sccc2-n2cccc2)cc1,3,-3,91,1,21,102,-0.3,-6,0,4
Cc1csc2ncc(C(=O)NCc3ccccn3)c(=O)n12,2,5,96,1,5,96,-0.4,-27,2,3
Cc1cn2c(-c3ccncc3)nnc2s1,-1,6,103,0.9,1,94,-0.1,5,6,12
CCCCCCC(=O)N/N=C/c1ccco1,15,-2,104,0.9,-1,102,-0.3,-16,-2,8
CCn1cc(Br)c(C(=O)NC(=S)Nc2ccc(C(=O)OC)cc2)n1,-2,0,101,0.9,3,100,-0.1,-3,3,9
Cc1oc(-c2cccs2)nc1CN1CCN(CC(C)C)C(CCO)C1 (configuration not stated),-5,1,108,0.8,-5,98,0.0,-5,8,20
COc1cccc(CN2CCNC(=O)C2CC(=O)NCCc2nc(C)c(C)s2)c1OC (configuration not stated),9,-3,97,nt,9,102,-0.1,5,13,nt
COCCCNC(=O)C(C#N)c1nc2ccccc2nc1N1CCCC1 (configuration not stated),-7,-5,107,nt,-3,105,-0.1,2,nt,nt
Cc1ccc(CNC(=O)C(NS(=O)(=O)c2cccc3nsnc23)c2ccccc2)cc1 (configuration not stated),3,2,86,0.8,23,98,0.2,-1,3,23
CC1Cc2ccccc2N1C(=O)c1cc2sccc2n1Cc1ccccc1 (configuration not stated),8,-3,105,1,-4,103,-0.1,2,7,-3
CC1=NCC(C)c2c1[nH]c1ccccc21 (configuration not stated),13,-2,105,1,2,101,0.2,-10,2,-4
Cc1cccc(NC(=O)CN(C)S(=O)(=O)c2cccc3nsnc23)c1C,-3,-5,101,0.9,1,105,-0.1,-1,8,6
CCOC(=O)CNc1nc(-c2ccncc2)nc2ccccc12,0,-7,104,0.9,-3,106,0.1,18,12,11
CCNC(=O)CCSc1nnc(-c2ccco2)o1,-12,0,99,1,2,100,-0.4,-7,-5,1
CC(C)C(=O)Nc1cccc(NC(=S)NC(=O)c2ccccc2Cl)c1,-17,-1,87,1,21,100,0.4,-3,12,3
O=C(CS(=O)(=O)c1cccc(C(F)(F)F)c1)Nc1ccccc1Cl,-11,2,97,1,10,98,-0.2,2,2,0
CC(C(=O)NC1CCCCCC1)N(c1ccccc1)S(C)(=O)=O (configuration not stated),8,0,99,0.9,5,100,-0.1,-8,-4,12
O=C(O)c1ccc2c3c(cccc13)C(=O)N(OS(=O)(=O)c1ccccc1)C2=O,-2,-1,100,0.8,3,99,-0.2,5,15,24

# In the list so far, these have an NH in an aromatic ring.
SMILES,TLR4-MyD88 BLA,STAT1 blocker,STAT3 act,Diaph act CS,STAT3 inh,STAT1 act,Hsp70 act,APP transl inh,G6PDH CS,Diaphorase inh
COc1cccc(CC2(CO)CCCN(Cc3cn[nH]c3-c3ccc(F)cc3)C2)c1 (configuration not stated),-7,-3,106,0.9,-1,100,0.7,-19,6,6
NC(=O)[C@@H]1CCCNc2c(I)cc([N+](=O)[O-])cc2C(=O)N[C@@H](Cc2ccccc2)C(=O)N[C@@H](Cc2cnc[nH]2)C(=O)N1,-8,4,96,0.7,2,97,-0.1,-1,11,26
CC1(C)Cc2c(c(N3CCCCC3)[nH]c(=S)c2C#N)CS1,1,1,106,0.8,-4,99,-0.1,5,1,22
CNCCCc1[nH]nc(N)c1C#N,8,6,102,nt,3,94,-0.2,8,nt,nt
Cc1cc(C)c2ccc3c(C)c(C)nc3c2[nH]1,0,24,120,1.1,-17,77,0.2,-3,-2,-9
Cc1c(C(=O)O)[nH]c2c1C(=O)CC(c1ccccc1)C2 (configuration not stated),1,-4,95,1,9,104,-0.2,-10,6,-3
CCOC(=O)C1(Cc2ccccc2)CCN(Cc2cn[nH]c2-c2ccccc2)CC1,9,12,104,0.9,-2,88,-0.1,8,8,14
CC1=NCC(C)c2c1[nH]c1ccccc21 (configuration not stated),13,-2,105,1,2,101,0.2,-10,2,-4

# Screening results (PubChem BioAssay)
